Bioassay records: PubChem BioAssay, Broad Institute
BioA inh: blocks M. tuberculosis BioA enzyme activity; purified M. tuberculosis BioA enzyme, plate reader; inhibition, % at 9.99 µM; 360,000 compounds, 0.096% hits; in the data active means inhibition above about 40%
An asterisk follows results filed as active; & = joins results of further samples. The list is partial; rates above refer to the full screens.

SMILES | BioA inh
COc1ccccc1NC(=O)N1CC[C@H]2[C@@H]1c1cc(C#Cc3ccc(F)cc3)ccc1N(C)[C@H]2CO | -0.2
C[C@@H](O)C#Cc1ccc([C@@H]2[C@H](CO)N3CCCCN(S(=O)(=O)c4ccccc4)C[C@@H]23)cc1 | -2.5
O=C(c1ccc(F)cc1)N1CCCCN2[C@H](CO)[C@H](c3ccc(/C=C/c4ccccc4)cc3)[C@@H]2C1 | -2.2
CC(C)NC(=O)N1CCCCN2[C@H](CO)[C@@H](c3ccc(C#CC4CC4)cc3)[C@@H]2C1 | -0.4
COCCOC(=O)N1C(=O)[C@@]2(c3cc(C#CC4=CCCCC4)ccc31)[C@H](c1ccc(OCCO)cc1)N1[C@H](c3ccccc3)[C@H](c3ccccc3)OC(=O)[C@H]1[C@@H]2C(=O)N1CCc2cc(OC)c(OC)cc2C1 | -1.6
CCCNC(=O)C[C@H]1CC[C@H]2[C@@H](COC[C@H](O)CN2C(=O)c2cc(Cl)cc(Cl)c2)O1 | 3.3
Cc1ccc(S(=O)(=O)Nc2ccc3c(c2)CC(=O)N([C@H](C)CO)C[C@H](C)[C@H](CN(C)C(=O)Nc2ccc(C(F)(F)F)cc2)O3)cc1 | 1.8
CC(C)CC#Cc1ccc2c(c1)O[C@@H](CN(C)C(=O)CN(C)C)[C@@H](C)CN([C@H](C)CO)S2(=O)=O | 1.9
C[C@@H]1CN([C@@H](C)CO)C(=O)c2cc(NS(C)(=O)=O)ccc2O[C@@H](C)CCCCO[C@@H]1CN(C)C(=O)c1ccncc1 | 0.6
COc1ccc(NC(=O)N(C)C[C@@H]2Oc3ccc(NC(=O)C4CC4)cc3C(=O)N([C@H](C)CO)C[C@H]2C)cc1 | 1.4
CN1C(=O)c2cc(NC(=O)c3ccc(F)c(F)c3)ccc2OC[C@@H]2O[C@H](CC(=O)N[C@@H]3CCN(Cc4ccccc4)C3)CC[C@@H]21 | -1.0
O=C(C[C@@H]1C[C@@H]2c3cc(NC(=O)NC4CCCC4)ccc3O[C@@H]2[C@@H](CO)O1)NCCc1ccccc1 | -0.7
C[C@@H]1CN([C@H](C)CO)C(=O)c2cc(C#Cc3ccccc3)cnc2O[C@H]1CN(C)C(=O)c1ccccc1 | -1.3
CC=Cc1ccc2n(c1=O)C[C@H]1[C@H](CO)[C@@H](C(=O)Nc3nccs3)N(C(=O)CC)[C@@H]21 (mixture of isomers) | -0.5
Cc1ccc(S(=O)(=O)Nc2ccc3c(c2)C(=O)N([C@H](C)CO)C[C@@H](C)[C@H](CN(C)C(=O)Nc2ccccc2)OCCCC[C@@H](C)O3)cc1 | -4.1
CCCNC(=O)N1C[C@H]2[C@@H](c3ccccc31)[C@H](CO)N2CC1CCCC1 | 0.9
C[C@H](CO)N1C[C@H](C)[C@@H](CN(C)C(=O)c2ccccc2)Oc2cc(/C=C/c3ccccc3)ccc2S1(=O)=O | 11
CCCN1C[C@H](C)[C@H](OC)CN(C)C(=O)c2cc(NC(=O)C3CCOCC3)ccc2OC[C@H]1C | -2.6
C[C@H](CO)N1C[C@H](C)[C@H](CN(C)Cc2ccccc2)Oc2ncc(C#CCN(C)C)cc2C1=O | 0.4&-1.7
COc1ccccc1-c1ccc2n(c1=O)C[C@@H]1[C@@H](CO)[C@H](C(=O)N(C)C)[C@H]2N1C(=O)c1cccnc1 | -3.3
CC(C)NC(=O)Nc1ccc2c(c1)C(=O)N([C@@H](C)CO)C[C@@H](C)[C@H](CN(C)CC1CC1)OCCCC[C@@H](C)O2 | 2.5
Cc1ccc(S(=O)(=O)Nc2ccc3c(c2)CC(=O)N([C@@H](C)CO)C[C@@H](C)[C@H](CN(C)S(=O)(=O)c2cccs2)O3)cc1 | 0.6
O=C(c1cccc(F)c1)N1CCCCN2[C@H](C1)[C@H](c1ccc(-c3cccnc3)cc1)[C@@H]2CO | 5.4
Cc1noc(C)c1NC(=O)Nc1ccc2c(c1)C(=O)N([C@@H](C)CO)C[C@H](C)[C@H](CN(C)Cc1ccccc1)OCCCC[C@H](C)O2 | 1.5
C[C@H]1CN([C@@H](C)CO)C(=O)Cc2cc(NC(=O)Nc3cccc4ccccc34)ccc2O[C@H]1CN(C)S(=O)(=O)c1ccc(Cl)cc1 | -5.4
O=S(=O)(NCC[C@@H]1CC[C@@H](NS(=O)(=O)c2ccccc2Cl)[C@@H](CO)O1)c1ccc(F)cc1 | -2.2
Cc1ccc(S(=O)(=O)Nc2ccc3c(c2)C(=O)N([C@H](C)CO)C[C@@H](C)[C@@H](CN(C)Cc2ccc(Cl)c(Cl)c2)O3)cc1 | -0.7
Cc1noc(C)c1NC(=O)Nc1ccc2c(c1)C(=O)N([C@H](C)CO)C[C@@H](C)[C@@H](CN(C)Cc1ccc(-c3ccccc3)cc1)O2 | -2.2
CN(C)CCCNC(=O)C[C@H]1C=C[C@H](NC(=O)Cc2cccnc2)[C@H](CO)O1 | 2.5
CCCNC(=O)N1[C@H](C#N)[C@@H](c2ccc(/C=C/c3ccccc3)cc2)[C@H]1CO | -2.9
CO[C@@H]1CN(C)C(=O)c2ccc(NC(=O)Nc3ccccc3)cc2OC[C@@H](C)N(C(=O)CC2CC2)C[C@@H]1C | -1.2
CO[C@H]1CN(C)C(=O)c2cc(NC(=O)C3CCC3)ccc2OC[C@H](C)N(C(=O)NC(C)C)C[C@@H]1C | -0.7
O=C(c1ccccc1)N1CC[C@@H]2[C@H](CO)Nc3ccc(C#Cc4ccccc4F)cc3[C@@H]21 | -3.9
C[C@H](CO)N1C[C@H](C)[C@@H](CN(C)Cc2ccc(C(=O)Nc3ccccc3N)cc2)Oc2ccc(NS(C)(=O)=O)cc2C1=O | -2.5
O=C(C[C@@H]1CC[C@@H](NS(=O)(=O)c2cccc(F)c2)[C@H](CO)O1)N1CCCCC1 | -2.3
C[C@@H]1CN([C@@H](C)CO)C(=O)Cc2cc(NC(=O)Cc3ccccc3)ccc2O[C@@H]1CN(C)CC1CC1 | -2.5
CC(C)C#Cc1cnc2c(c1)C(=O)N([C@@H](C)CO)C[C@H](C)[C@@H](CN(C)Cc1cncnc1)O2 | 2.4
C[C@H]1CN([C@@H](C)CO)S(=O)(=O)c2ccc(C3=CCCCC3)cc2O[C@H]1CN(C)Cc1ccccn1 | -2.4
COc1ccccc1-c1ccc([C@H]2[C@@H](C#N)N(C(=O)CN(C)C)[C@H]2CO)cc1 | -6.1
N#C[C@H]1[C@H](c2ccc(-c3cccc(F)c3)cc2)[C@H](CO)N1C(=O)NC1CCCC1 | 0.2
COCC#Cc1ccc2c(c1)O[C@H](CN(C)S(=O)(=O)c1ccc(C)cc1)[C@H](C)CN([C@H](C)CO)S2(=O)=O | -0.6
C[C@@H]1CN([C@H](C)CO)C(=O)c2cc(NS(=O)(=O)c3cccs3)ccc2O[C@@H]1CN(C)Cc1ccncc1 | -2.5
CO[C@@H]1CN(C)C(=O)c2ccc(NS(C)(=O)=O)cc2OC[C@@H](C)N(C(=O)C2CCCC2)C[C@H]1C | 3.6
COc1ccccc1S(=O)(=O)N[C@@H]1CC[C@H](CCNC(=O)C2CCCC2)O[C@H]1CO | -4.0
CN1C(=O)c2cc(NS(C)(=O)=O)ccc2OC[C@@H]2O[C@@H](CC(=O)O)CC[C@@H]21 | -1.2
Cc1ccc(-c2cnc3c(c2)C(=O)N([C@H](C)CO)C[C@H](C)[C@@H](CN(C)S(C)(=O)=O)O3)cc1 | 0.7
CC(C)CC#Cc1cnc2c(c1)C(=O)N([C@H](C)CO)C[C@H](C)[C@H](CN(C)Cc1ccc3c(c1)OCO3)O2 | 2.0
CN(C)C(=O)[C@@H]1[C@@H](CO)[C@@H]2Cn3c(ccc(C4=CCCC4)c3=O)[C@@H]2N1Cc1ccc2c(c1)OCO2 | 2.7
CC(C)C#Cc1ccc2c(c1)O[C@H](CN(C)C(=O)C1CCCCC1)[C@H](C)CN([C@@H](C)CO)S2(=O)=O | 2.1
C[C@H](CO)N1C[C@H](C)[C@@H](CN(C)C)OCCCC[C@H](C)Oc2ccc(NC(=O)Nc3ccccc3)cc2C1=O | -2.5
Cc1ccc(S(=O)(=O)N[C@@H]2CC[C@@H](CCNC(=O)C3CCOCC3)O[C@@H]2CO)cc1 | -6.8
CO[C@@H]1CN(C)C(=O)c2ccc(NS(=O)(=O)c3ccc(F)cc3)cc2OC[C@H](C)NC[C@@H]1C | -3.6
C[C@H](CO)N1C[C@H](C)[C@@H](CN(C)C(=O)Nc2ccccc2)Oc2cc(-c3cccc(C(=O)N(C)C)c3)ccc2S1(=O)=O | 0.3
C[C@H]1CN([C@@H](C)CO)C(=O)c2cc(NC(=O)Nc3ccc(F)cc3)ccc2O[C@@H]1CN(C)C(=O)Nc1cccc2ccccc12 | -1.0
C[C@@H]1CN([C@H](C)CO)S(=O)(=O)c2ccc(-c3ccccc3)cc2O[C@@H]1CN(C)C(=O)C1CC1 | 1.5
COCC#Cc1ccc([C@H]2[C@H](CO)N3CCCCN(C(=O)NC4CCCC4)C[C@@H]23)cc1 | 1.4
O=C(C[C@H]1CC[C@H]2[C@@H](COC[C@@H](O)CN2S(=O)(=O)c2cccc(F)c2)O1)NCCCN1CCOCC1 | -1.3
C[C@H](O)C#Cc1ccc2c(c1)O[C@H](CN(C)C(=O)Cc1ccccn1)[C@H](C)CN([C@H](C)CO)S2(=O)=O | 2.7
C[C@H](CO)N1C[C@H](C)[C@@H](CN(C)CC2CC2)Oc2c(NC(=O)c3nc4ccccc4s3)cccc2C1=O | 0.4
O=C(Nc1ccc(F)cc1)Nc1ccc2c(c1)[C@@H]1C[C@@H](CC(=O)N3CCOCC3)O[C@@H](CO)[C@@H]1O2 | 2.9

Single values from the list.
Value for CO[C@@H]1CN(C)C(=O)c2ccc(NS(=O)(=O)c3ccc(F)cc3)cc2OC[C@H](C)NC[C@@H]1C in BioA inh: -3.6
Value for COCC#Cc1ccc([C@H]2[C@H](CO)N3CCCCN(C(=O)NC4CCCC4)C[C@@H]23)cc1 in BioA inh: 1.4
Value for CC(C)C#Cc1ccc2c(c1)O[C@H](CN(C)C(=O)C1CCCCC1)[C@H](C)CN([C@@H](C)CO)S2(=O)=O in BioA inh: 2.1
Value for C[C@H](CO)N1C[C@H](C)[C@@H](CN(C)C(=O)Nc2ccccc2)Oc2cc(-c3cccc(C(=O)N(C)C)c3)ccc2S1(=O)=O in BioA inh: 0.3

Further entries:
SMILES | BioA inh
C[C@H]1CN([C@@H](C)CO)S(=O)(=O)c2ccc(-c3ccncc3)cc2O[C@H]1CN(C)Cc1ccncc1 | 0.4
CC(C)CC#Cc1ccc2c(c1)O[C@@H](CN(C)C(=O)NC1CCCC1)[C@H](C)CN([C@@H](C)CO)S2(=O)=O | 1.0
O=C(C[C@H]1C=C[C@H](NC(=O)Nc2ccc(F)cc2)[C@@H](CO)O1)NCc1cccc(F)c1 | -0.5
CN(C)C(=O)c1cccc(-c2ccc3c(c2)[C@H]2[C@H](CCN2S(=O)(=O)c2cn(C)cn2)[C@H](CO)N3)c1 | -1.8
CC(=O)N(C)C[C@H]1Oc2ncc(C#C[C@@H](C)O)cc2C(=O)N([C@@H](C)CO)C[C@@H]1C | -2.2
COc1ccc(-c2ccc3c(c2)O[C@@H](CN(C)C(=O)Nc2ccccc2F)[C@H](C)CN([C@@H](C)CO)S3(=O)=O)cc1 | -1.2
C[C@@H]1CN([C@@H](C)CO)C(=O)c2cccc(NC(=O)Nc3ccccc3)c2O[C@@H]1CN(C)Cc1ccc(Oc2ccccc2)cc1 | 2.8
C[C@@H]1CCCCO[C@@H](CN(C)Cc2ccncc2)[C@H](C)CN([C@@H](C)CO)C(=O)c2cc(NC(=O)CCCN(C)C)ccc2O1 | -1.7
COCC(=O)N(C)C[C@@H]1[C@@H](c2ccc(-c3ccccc3)cc2)[C@H](CO)N1C(C)=O | -2.4
C[C@@H]1CN([C@@H](C)CO)C(=O)c2cc(NS(=O)(=O)c3ccccc3)ccc2O[C@@H](C)CCCCO[C@@H]1CN(C)Cc1ccncc1 | -1.5
CS(=O)(=O)Nc1ccc2c(c1)[C@@H]1C[C@H](CC(=O)NCc3ccc(-c4ccccc4)cc3)O[C@@H](CO)[C@@H]1O2 | 2.5
C[C@H](CO)N1C[C@H](C)[C@@H](CN(C)C)Oc2cc(C#Cc3ccccc3)ccc2S1(=O)=O | -0.1

In a second layout: entries from further up
Molecule: COCC(=O)N(C)C[C@@H]1[C@@H](c2ccc(-c3ccccc3)cc2)[C@H](CO)N1C(C)=O
  BioA inh = -2.4
Molecule: C[C@@H]1CN([C@@H](C)CO)C(=O)c2cc(NS(=O)(=O)c3ccccc3)ccc2O[C@@H](C)CCCCO[C@@H]1CN(C)Cc1ccncc1
  BioA inh = -1.5
Molecule: CS(=O)(=O)Nc1ccc2c(c1)[C@@H]1C[C@H](CC(=O)NCc3ccc(-c4ccccc4)cc3)O[C@@H](CO)[C@@H]1O2
  BioA inh = 2.5
Molecule: C[C@H](CO)N1C[C@H](C)[C@@H](CN(C)C)Oc2cc(C#Cc3ccccc3)ccc2S1(=O)=O
  BioA inh = -0.1

The listing continues:
SMILES | BioA inh
CC(C)NC(=O)N(C)C[C@@H]1Oc2ccc(N(C)C)cc2C(=O)N([C@@H](C)CO)C[C@@H]1C | -3.5
Cc1ccccc1S(=O)(=O)N1CC[C@H]2[C@H](CO)Nc3ccc(C#Cc4ccccc4)cc3[C@H]21 | -3.9
Cc1ccc(S(=O)(=O)Nc2ccc3c(c2)C(=O)N([C@H](C)CO)C[C@@H](C)[C@H](CN(C)C(=O)Nc2ccc(F)cc2)OCCCC[C@@H](C)O3)cc1 | -3.4
CC(=O)Nc1ccc2c(c1)C(=O)N(C)[C@@H]1CC[C@@H](CC(=O)N3CCc4ccccc4C3)O[C@@H]1CO2 | -1.9
O=C(Nc1ccc2c(c1)[C@@H]1C[C@H](CC(=O)N3CCc4ccccc4C3)O[C@H](CO)[C@@H]1O2)c1ccc2c(c1)OCO2 | -0.1
C[C@@H]1CN([C@H](C)CO)C(=O)c2cc(NS(=O)(=O)c3cn(C)cn3)ccc2O[C@H]1CN(C)C | 3.9

Some of the entries above, reformatted.
SMILES,BioA inh
Cc1ccc(S(=O)(=O)Nc2ccc3c(c2)C(=O)N([C@H](C)CO)C[C@@H](C)[C@H](CN(C)C(=O)Nc2ccc(F)cc2)OCCCC[C@@H](C)O3)cc1,-3.4
CC(=O)Nc1ccc2c(c1)C(=O)N(C)[C@@H]1CC[C@@H](CC(=O)N3CCc4ccccc4C3)O[C@@H]1CO2,-1.9
